Screening results: PubChem, several laboratories
ABCB6 inh 2: inhibitors of human ABC transporter ABCB6 | Q9NP58 | K562-ABCB6 porphyrin accumulation, flow cytometry, 1 h; stronger effect = lower value | fluorescence ratio to DMSO, % at 10 µM | hit rate 0.19% among 360,000 | AID 602162;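 active means fluorescence ratio to DMSO below 75%, the collection mean minus 3 SD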;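 further: signal is porphyrin accumulated inside mitochondria; 100% equals median channel fluorescence of DMSO control wells; lower ratio means ABCB6 inhibition with less porphyrin fluorescence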
TLR9-MyD88 inh: TLR9-MyD88 interaction inhibition; hit rate 0.21% among 340,000; CHO BLA complementation TLR9-MyD88, CCF4 FRET ratio; inhibition, % at 4.98 µM; Q9NR96+Q99836;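 active means inhibition above the mean over all tested compounds plus 3 SD, cut at about 21% in these data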;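 further: 0% = DMSO only wells and 100% = clavulanate BLA inhibitor control wells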
Target sequence (Q99836 whole entry, looked up): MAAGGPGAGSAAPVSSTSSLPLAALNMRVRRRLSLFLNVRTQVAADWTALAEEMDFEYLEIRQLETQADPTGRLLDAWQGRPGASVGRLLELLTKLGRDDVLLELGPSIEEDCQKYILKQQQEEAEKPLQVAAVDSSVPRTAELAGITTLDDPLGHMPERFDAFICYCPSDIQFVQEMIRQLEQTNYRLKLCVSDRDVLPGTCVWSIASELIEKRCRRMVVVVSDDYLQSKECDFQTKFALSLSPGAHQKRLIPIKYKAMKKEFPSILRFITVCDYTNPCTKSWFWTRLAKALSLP
Target sequence (Q9NR96 whole entry, looked up): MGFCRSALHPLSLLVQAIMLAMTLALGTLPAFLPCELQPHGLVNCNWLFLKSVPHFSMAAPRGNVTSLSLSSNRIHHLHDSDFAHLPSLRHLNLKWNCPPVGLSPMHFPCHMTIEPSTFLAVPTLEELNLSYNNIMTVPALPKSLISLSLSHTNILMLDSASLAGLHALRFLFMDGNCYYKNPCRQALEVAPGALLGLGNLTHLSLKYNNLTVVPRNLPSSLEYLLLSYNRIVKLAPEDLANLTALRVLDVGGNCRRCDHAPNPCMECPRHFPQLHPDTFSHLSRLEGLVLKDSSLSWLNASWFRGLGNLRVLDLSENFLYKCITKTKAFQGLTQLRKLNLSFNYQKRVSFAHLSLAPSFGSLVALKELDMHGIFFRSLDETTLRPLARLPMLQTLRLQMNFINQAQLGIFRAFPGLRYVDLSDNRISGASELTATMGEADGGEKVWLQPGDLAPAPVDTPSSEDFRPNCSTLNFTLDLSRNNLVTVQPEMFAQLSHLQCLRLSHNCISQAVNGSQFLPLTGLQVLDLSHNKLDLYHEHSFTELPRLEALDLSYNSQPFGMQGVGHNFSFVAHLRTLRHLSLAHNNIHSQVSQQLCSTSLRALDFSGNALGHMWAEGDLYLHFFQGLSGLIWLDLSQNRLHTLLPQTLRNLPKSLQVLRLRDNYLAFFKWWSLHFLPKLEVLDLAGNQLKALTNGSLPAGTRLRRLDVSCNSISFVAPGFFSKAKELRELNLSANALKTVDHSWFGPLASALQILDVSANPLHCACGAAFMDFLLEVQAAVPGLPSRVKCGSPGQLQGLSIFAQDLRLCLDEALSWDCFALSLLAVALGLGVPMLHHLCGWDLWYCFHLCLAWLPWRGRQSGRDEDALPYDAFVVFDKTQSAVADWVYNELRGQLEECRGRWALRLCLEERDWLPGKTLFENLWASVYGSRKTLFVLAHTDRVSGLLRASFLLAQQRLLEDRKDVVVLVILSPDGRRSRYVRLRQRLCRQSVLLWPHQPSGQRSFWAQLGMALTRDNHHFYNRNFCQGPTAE
Vif inh: inhibitors of HIV Vif; hit rate 0.35% among 340,000; HEK293T cells, Vif self-association by quenched fluorescence, imaging, 24 h; inhibition, % at 7.49 µM; AID 602346; in the data active means inhibition above about 50%, passing the limit was not always enough; further: some results filed as inactive read as strong as hits
aDG glyco up: alpha-DG glycosylation activation | Pro5-aDG cells, alpha-DG glycosylation AlphaScreen (IIH6); 0% Pro5, 100% B10-LARGE cell signal | activation, % at 10 µM | hit rate 0.22% among 360,000 | AID 624168;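 active means activation of at least 8% versus controls, or a plate z-score of at least 8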;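 further: Pro5 are CHO cells carrying HIG-tagged alpha-DG that lacks glycosylation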
MC4R antag cAMP: human MC4R antagonism in cAMP assay. P32245. MC4R-expressing cells, MTII-stimulated cAMP, LANCE TR-FRET. inhibition, % at 6.5 µM. hit rate 0.48% among 360,000;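 active means inhibition above its plate's cutoff, the mean of tested wells on that plate plus 3 SD, cut at about 29% in these data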;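 further: 0% = Melanotan II alone and 100% = Melanotan II plus saturating MCL0020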
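Material: human MC4R-expressing U2OS cells. Probe or stimulus: Melanotan II challenge. Dosing: 6.5 µM single dose. Times: 30-min compound, 1-h challenge, 1-h detection, room temperature. Technique: TR-FRET with Eu-cAMP and labeled anti-cAMP, 671 nm. Replication: singlicate.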
NOD2-RIPK2 inh: blocks binding of human NOD2 to RIPK2 | O43353 | CHO BLA complementation NOD2-RIPK2, CCF4 ratio | inhibition, % at 4.98 µM | hit rate 0.38% among 360,000; in the data active means inhibition above about 21%;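 further: 0% = vehicle only and 100% = reference blocker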
MC4R ag barr: activates human MC4R beta-arrestin recruitment. P32245. U2OS MC4R beta-arrestin complementation, luminescence; percent of melanotan II response, DMSO zero. activation, % at 8.9 µM. hit rate 0.98% among 360,000. AID 540308;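 active means activation above a per-plate cutoff, the mean activation of sample wells on that plate plus 3 SD, cut at about 8% in these data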
Exocytosis inh: lytic granule exocytosis inhibition | inhibition, % at 10 µM | TALL-104 LAMP-1 surface exposure, flow cytometry; cells stimulated with thapsigargin and PMA | hit rate 0.66% among 360,000;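 active means inhibition above about 55%, limit read from the data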
ABHD5 PLIN5 PPI: blocks binding of human ABHD5 to perilipin-5 | Split G. princeps luciferase complementation, luminescence, 4 h | Q00G26+Q8WTS1 | hit rate 0.78% among 360,000 | inhibition, % at 4 µM;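 active means inhibition above the mean inhibition across every tested compound plus 3 SD, cut at about 22% in these data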;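 further: 0% = DMSO only wells and the 100% control is not disclosed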
N-glyco inh: blocks N-linked glycosylation in D54 reporter cells. D54 ERlucT glycosylation luciferase reporter, 24 h; percent of 100 nM tunicamycin response. AID 588692. hit rate 0.23% among 360,000. reporter increase, % at 12.5 µM;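 active means mean luciferase reporter signal, scaled so untreated is 0 and the glycosylation-blocking control 100, at or above a set limit in every replicate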;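 further: luciferase carries N-glycosylation sites so blocking glycosylation raises the light; 0% = median of neutral control wells and 100% = median of 100 nM tunicamycin wells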
An asterisk follows results filed as active; nt = not tested or not shown. A portion of the library (hit frequency here may not be typical).

SMILES | ABCB6 inh 2 | TLR9-MyD88 inh | Vif inh | aDG glyco up | MC4R antag cAMP | NOD2-RIPK2 inh | MC4R ag barr | Exocytosis inh | ABHD5 PLIN5 PPI | N-glyco inh
O=C(Nc1cc(C(F)(F)F)cc(C(F)(F)F)c1)[C@H]1O[C@@H](n2ccc(=O)[nH]c2=O)[C@H](O)[C@@H]1O | 104 | nt | nt | 0.2 | nt | 4 | nt | -8 | 0 | 4
CC(=O)NC(CC(=O)N(C)Cc1c(F)cccc1Cl)c1ccccc1 (configuration not stated) | 94 | 2 | 1 | 0.4 | -2 | -10 | 0.1 | 2 | 4 | -1
CC(C)(C)N(CC#CCC(O)(c1ccccc1)c1ccccc1)CCO | 100 | -1 | -2 | 0.0 | 0 | 6 | -1.8 | 2 | 2 | -3
Cn1c(-c2ccccc2)cnc1SCC(=O)N1CCCCC1 | 94 | -6 | -9 | 0.5 | -1 | -4 | -0.6 | 3 | -5 | -18
O=C(NCC(O)c1ccc([N+](=O)[O-])cc1)Nc1ccccc1 (configuration not stated) | 100 | -15 | -10 | -0.1 | 0 | 0 | 0.2 | 5 | -4 | 2
O=C(NCCc1ccccc1)c1ccccc1NC(=O)C1CCCO1 (configuration not stated) | 95 | 2 | 0 | 0.4 | -1 | -2 | -1.4 | -1 | -6 | -16
O=C1CC(N2CCN(S(=O)(=O)c3ccccc3F)CC2)C(=O)N1c1ccccc1F (configuration not stated) | 98 | -1 | -4 | 0.4 | 10 | -16 | 0.3 | 3 | 7 | 1
CC(=O)Oc1ccc(C(=O)Nn2cnnc2)cc1 | 99 | -3 | nt | 0.0 | 0 | -18 | 0.2 | -2 | -3 | 2
CCOC(=O)CCCNC(=O)CN1C(=O)NC(CCc2ccccc2)C1=O (configuration not stated) | 111 | -12 | 1 | -0.1 | 15 | -17 | 2.1 | 0 | -3 | 1
C=CCOC(=O)C1=C(C)NC(=O)NC1c1ccc(N(C)C)cc1 (configuration not stated) | 104 | -8 | 16 | -0.2 | 5 | -3 | -0.7 | -3 | 10 | 1
COc1cc2c(cc1OC)CN(C(=S)Nc1ccc(Cl)cc1)CC2 | 97 | 0 | -3 | -0.1 | -3 | 9 | -3.9 | -5 | -3 | -3
O=C(NC1CC1)c1cccc(Nc2ccc(-c3ccc4c(c3)OCCO4)nn2)c1 | 98 | 5 | 4 | -0.3 | 8 | -16 | -2.4 | 71* | 2 | -8
CN(C)c1ccc(CNC(=O)C2(C)Cc3c(-c4ccc5c(c4)OCO5)ccnc3O2)cc1 (configuration not stated) | 103 | nt | 8 | -0.1 | -14 | 2 | -1.3 | 16 | -10 | 23
O=C(NCCO)c1ccc2nc(-c3ccco3)c(-c3ccco3)nc2c1 | 93 | -1 | -8 | 0.5 | -7 | 0 | -0.1 | -2 | 7 | 0
Cc1noc(C)c1C(=O)NCc1cccs1 | 101 | 3 | -2 | -0.1 | 6 | 6 | -0.9 | -1 | -5 | 2
CC(=O)NNc1cc(C)nc(N)n1 | 99 | nt | -4 | 0.0 | 0 | -11 | -0.1 | -2 | -1 | 2
CCN(C#N)c1nc(NC(C)C)nc(NC(C)(C)C)n1 | 89 | 9 | -2 | -0.2 | -2 | -6 | -0.2 | 3 | -1 | 4
Cc1ccc2nc(NC(=O)CN3C(=O)NC4(CCCCC4)C3=O)sc2c1 | 93 | -1 | -11 | 0.0 | 3 | 2 | 0.3 | -1 | -2 | 9
CN(C)CCSc1nnc(-c2ccccc2)o1 | 90 | -8 | -4 | -0.1 | 0 | -3 | -0.5 | -4 | -7 | -1
O=C(CCC(=O)Nc1ccc(Oc2ccccc2)cc1)NCCO | 96 | 1 | 0 | -0.3 | 7 | -3 | -2.4 | 0 | -4 | 0

Among those listed so far, 3 contain fluorine:
SMILES | ABCB6 inh 2 | TLR9-MyD88 inh | Vif inh | aDG glyco up | MC4R antag cAMP | NOD2-RIPK2 inh | MC4R ag barr | Exocytosis inh | ABHD5 PLIN5 PPI | N-glyco inh
O=C(Nc1cc(C(F)(F)F)cc(C(F)(F)F)c1)[C@H]1O[C@@H](n2ccc(=O)[nH]c2=O)[C@H](O)[C@@H]1O | 104 | nt | nt | 0.2 | nt | 4 | nt | -8 | 0 | 4
CC(=O)NC(CC(=O)N(C)Cc1c(F)cccc1Cl)c1ccccc1 (configuration not stated) | 94 | 2 | 1 | 0.4 | -2 | -10 | 0.1 | 2 | 4 | -1
O=C1CC(N2CCN(S(=O)(=O)c3ccccc3F)CC2)C(=O)N1c1ccccc1F (configuration not stated) | 98 | -1 | -4 | 0.4 | 10 | -16 | 0.3 | 3 | 7 | 1

Entries listed so far marked active in Exocytosis inh.
SMILES | ABCB6 inh 2 | TLR9-MyD88 inh | Vif inh | aDG glyco up | MC4R antag cAMP | NOD2-RIPK2 inh | MC4R ag barr | Exocytosis inh | ABHD5 PLIN5 PPI | N-glyco inh
O=C(NC1CC1)c1cccc(Nc2ccc(-c3ccc4c(c3)OCCO4)nn2)c1 | 98 | 5 | 4 | -0.3 | 8 | -16 | -2.4 | 71* | 2 | -8

Further results:
SMILES | ABCB6 inh 2 | TLR9-MyD88 inh | Vif inh | aDG glyco up | MC4R antag cAMP | NOD2-RIPK2 inh | MC4R ag barr | Exocytosis inh | ABHD5 PLIN5 PPI | N-glyco inh
CC(C)C[C@@H](CN1CCC[C@@H]1CN1C(=O)C(=O)NC[C@@H]1Cc1ccccc1)N1C[C@H](Cc2ccc(O)cc2)N(CCc2ccccc2)C(=O)C1=O | 100 | -10 | 5 | 0.7 | 12 | 17 | 2.4 | 1 | -2 | 2
COc1ccc(OC)c(NC(=O)CS(=O)(=O)Cc2ccccc2)c1 | 104 | 2 | -3 | 0.2 | -2 | -2 | -2.1 | -8 | -2 | 1
COC(CC(=O)NNC(=S)Nc1ccccc1)OC | 94 | 1 | 4 | 0.3 | 1 | -18 | -3.6 | -1 | -3 | 4
Nc1nnc(SCc2cc3c(cc2Cl)OCO3)s1 | 92 | -2 | 7 | -0.1 | -1 | -2 | -2.8 | -1 | 3 | 3
O=C(COC(=O)CNS(=O)(=O)c1ccc2ccccc2c1)Nc1ccc2c(c1)OCO2 | 88 | 7 | -3 | 0.0 | 18 | -6 | 1.2 | -3 | 1 | 0
O=P(CCc1ccccc1)(c1ccccc1)c1ccccc1 | 90 | 7 | -9 | -0.3 | 1 | -5 | -1.2 | -4 | 4 | -1
COc1cc(OC)cc(C(=O)N[C@H](C(=O)OCC(N)=O)C(C)C)c1 | 104 | 6 | 5 | 0.1 | 15 | 5 | -2.7 | 1 | 0 | -2
CC(C)NC(=O)CSc1ccccc1C(=O)N1CCN(S(=O)(=O)Cc2ccccc2)CC1 | 100 | -3 | 2 | -0.1 | 1 | 3 | -1.0 | -2 | -1 | 2
CCc1ccc(NC(=O)COc2ccc(Br)cn2)cc1 | 92 | -11 | -1 | -0.4 | 1 | 1 | -1.3 | -1 | 1 | 2
CS(=O)(=O)N1CCN(c2ccc(C(=O)N3CCOCC3)cc2[N+](=O)[O-])CC1 | 103 | 4 | 3 | -0.3 | 0 | 3 | -0.4 | 1 | -2 | 1
CCc1nc(SCC(=O)Nc2ccc(F)cc2F)c2c(=O)n(C)c(=O)n(C)c2n1 | 93 | 7 | 4 | 0.3 | -4 | 2 | -2.9 | -2 | -3 | -5
Cc1ncc(S(=O)(=O)c2ccccc2)c(-c2ccccc2Cl)n1 | 99 | 6 | 0 | -0.5 | 17 | -4 | -0.4 | 0 | 8 | -1
O=C(CSc1nnc(Nc2ccccc2)s1)Nc1cccnc1Cl | 98 | 2 | -2 | -0.1 | -8 | -23 | 2.1 | -3 | 16 | 0
O=C(CCS(=O)(=O)c1ccc(Br)cc1)Nc1ccccc1Cl | 94 | 1 | -1 | 0.1 | 6 | 2 | -1.8 | 3 | -7 | -1
C[C@H](CO)N1C[C@H](C)[C@@H](CN(C)C(=O)Nc2ccccc2)Oc2c(cccc2N(C)C)C1=O | 98 | 0 | nt | -0.2 | -3 | -7 | 0.8 | 1 | 7 | 0
CSc1ccc(/C=N/n2c(C)nc3ccccc3c2=O)cc1 | 97 | 5 | 1 | 0.0 | 2 | 1 | -0.8 | -1 | 5 | -2
O=C(c1ccc2c(c1)OCO2)N1CCN(c2cccc(C(F)(F)F)c2)CC1 | 98 | 1 | -2 | 0.5 | -4 | -5 | 0.7 | 3 | 2 | 11
COc1cc(/C=N/NC(=O)c2nonc2N)cc(OC)c1OC | 98 | -5 | 1 | 0.1 | 14 | -5 | -2.9 | 4 | 4 | 1
O=C(Nc1cccc([N+](=O)[O-])c1)c1ccc(CSc2ccccc2)cc1 | 99 | -5 | -6 | 0.0 | 4 | -4 | 15* | 4 | -5 | -3
Cc1cc(C)cc(NC(=O)c2cccnc2)c1 | 98 | -4 | 3 | 0.0 | 6 | -5 | 1.2 | -8 | 13 | 0
CCO[C@H]1OC(C(=O)N2CCN(Cc3ccc4c(c3)OCO4)CC2)=C[C@@H](c2csc3ccccc23)[C@@H]1CCCO | 90 | -13 | -3 | 1.1 | 5 | 23* | 0.8 | 6 | 7 | -1
O=C(COC(=O)/C=C/c1ccc(OC(F)F)cc1)NC1CCCC1 | 92 | 0 | -2 | 0.2 | -2 | -4 | -0.4 | 1 | 5 | 3
Cc1cc(C)c(N2C(=O)CCCC2=O)c(Cl)c1 | 109 | 6 | -1 | 0.0 | 7 | -6 | 0.1 | 2 | 6 | 0
Cc1ccc(N2CCN(CC3CC=CCC3)CC2)cc1 (configuration not stated) | 96 | 0 | 1 | -0.1 | -3 | -11 | 1.0 | 5 | -6 | 0
N#Cc1c(NC(=O)c2ccccc2)sc2c1CCCCC2 | 102 | 1 | 5 | -0.2 | -1 | -6 | 8.3* | -1 | 7 | -16
CCOC1=C2[C@@H](CN(S(=O)(=O)c3ccccc3C)[C@H]2c2ccc(Cl)cc2)[C@H]2C(=O)N(C3CCCCC3)C(=O)[C@H]2C1 | nt | nt | nt | -0.3 | nt | 6 | nt | 4 | 1 | nt
COc1ccccc1-c1nnc(NC(=O)C(C)Sc2nncn2C)s1 (configuration not stated) | 97 | -8 | nt | -0.1 | 11 | 5 | 0.7 | -5 | -3 | -1
CCOc1ccc2nc(NC(=O)c3ccco3)sc2c1 | 98 | -6 | -11 | 0.0 | 24 | -2 | -0.2 | 8 | 0 | -18
CCOC(=O)C1CCN(C(=S)Nc2ccc(C)cc2)CC1 | 99 | -9 | 3 | 0.3 | -7 | 1 | -0.3 | -8 | -1 | 1
CN(/N=C/c1cc(Br)cc(Br)c1O)c1ccccc1 | 97 | -2 | nt | 0.0 | 0 | 0 | -2.5 | -14 | -19 | 1
CCN(C(=O)COC(=O)c1ccccc1O)c1cccc2ccccc12 | 92 | -6 | -2 | 0.4 | 1 | 7 | -0.8 | -4 | -5 | -1
CC(=O)Nc1ccc(NC(=O)C(C)OC(=O)CCC2CCCC2)cc1 (configuration not stated) | 93 | 1 | -5 | 0.1 | -4 | -3 | -2.0 | 7 | 6 | 3
